TTR transcr act: TTR transcription activators in neuroblastoma reporter cells, primary screen, cell-based, luminescence, SH-SY5Y, TTR promoter Gaussia luciferase; hit rate 1.3% among 92,000; activation, % at 16.7 µM; 100% = recombinant luciferase protein wells;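 active = activation above the mean of all tested compounds plus 3 SD, cut at about 9.5% in these data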;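 note: cells exposed to compounds for one day before reading; 0% = median of all test compound wells on the plate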
Active calls of the source: *.

A first look, 19 compounds:
SMILES	TTR transcr act
Cc1ccc2nc(N/N=C/c3ccco3)cc(C)c2c1	1.3
COc1ccccc1C(=O)COC(=O)c1c(-c2ccccc2)noc1C	-0.1
COC(=O)c1c(NC(=O)C2CCCCC2)sc2c1CC(C)(C)NC2(C)C	-0.4
Cn1c(SCC(=O)N/N=C/c2ccccn2)nnc1-c1ccccc1	1.7
Cc1cc(C)c(NC(=O)COC(=O)C23CC4CC(CC(O)(C4)C2)C3)c(Cl)c1	1.7
Nc1ncnc2c1ncn2[C@@H]1O[C@H](C(=O)N2CCN(c3ccc(Cl)cn3)CC2)[C@@H](O)[C@H]1O	-2.0
O=C(/C=C/c1cccc([N+](=O)[O-])c1)c1ccc2c(c1)OCCO2	-3.0
O=C1C2C3C=CC(C2C(=O)N1c1nccs1)C1C(=O)N(c2nccs2)C(=O)C31 (stereo not drawn)	-1.4
O=C(CCCC(=O)NN=Cc1cccc(O)c1)NN=Cc1cccc(O)c1	0.6
N#Cc1cn(Cc2cccc(Cl)c2)c2ccccc12	8.4
CC(=O)c1c(C)[nH]c(C(=O)OCC(=O)c2c[nH]c3ccccc23)c1C	-1.9
Cc1ccnc(NC(=O)C2COc3ccccc3O2)c1 (stereo not drawn)	-0.8
N#Cc1ccc2c(c1)nnn2-c1ccccc1	0.2
CC(=O)N1CCN(c2ccc(NC(=O)c3ccc4c(c3)OCCO4)cc2)CC1	1.2
COc1cc(CNc2nc3ccccc3s2)cc(OC)c1OC	-2.0
O=C(O)c1ccc(NCc2nc3ccccc3n2Cc2ccccc2F)cc1	-1.0
COCCCNC(=O)C[C@H]1C[C@@]2(C(=O)OC)C(=C[C@H](C3CCCC3)O[C@@H]2C)N(Cc2cccc3ccccc23)C1=O	-0.2
CCN(C(=O)COc1nc(C)cc(C)c1C#N)c1ccccc1	5.1
C/C(=N\NC(=O)COc1cccc2ccccc12)c1cccs1	-1.9

This part in full, from the first entry:
SMILES	TTR transcr act
Cc1ccc2nc(N/N=C/c3ccco3)cc(C)c2c1	1.3
COc1ccccc1C(=O)COC(=O)c1c(-c2ccccc2)noc1C	-0.1
COC(=O)c1c(NC(=O)C2CCCCC2)sc2c1CC(C)(C)NC2(C)C	-0.4
Cn1c(SCC(=O)N/N=C/c2ccccn2)nnc1-c1ccccc1	1.7
Cc1cc(C)c(NC(=O)COC(=O)C23CC4CC(CC(O)(C4)C2)C3)c(Cl)c1	1.7
Nc1ncnc2c1ncn2[C@@H]1O[C@H](C(=O)N2CCN(c3ccc(Cl)cn3)CC2)[C@@H](O)[C@H]1O	-2.0
O=C(/C=C/c1cccc([N+](=O)[O-])c1)c1ccc2c(c1)OCCO2	-3.0
O=C1C2C3C=CC(C2C(=O)N1c1nccs1)C1C(=O)N(c2nccs2)C(=O)C31 (stereo not drawn)	-1.4
O=C(CCCC(=O)NN=Cc1cccc(O)c1)NN=Cc1cccc(O)c1	0.6
N#Cc1cn(Cc2cccc(Cl)c2)c2ccccc12	8.4
CC(=O)c1c(C)[nH]c(C(=O)OCC(=O)c2c[nH]c3ccccc23)c1C	-1.9
Cc1ccnc(NC(=O)C2COc3ccccc3O2)c1 (stereo not drawn)	-0.8
N#Cc1ccc2c(c1)nnn2-c1ccccc1	0.2
CC(=O)N1CCN(c2ccc(NC(=O)c3ccc4c(c3)OCCO4)cc2)CC1	1.2
COc1cc(CNc2nc3ccccc3s2)cc(OC)c1OC	-2.0
O=C(O)c1ccc(NCc2nc3ccccc3n2Cc2ccccc2F)cc1	-1.0
COCCCNC(=O)C[C@H]1C[C@@]2(C(=O)OC)C(=C[C@H](C3CCCC3)O[C@@H]2C)N(Cc2cccc3ccccc23)C1=O	-0.2
CCN(C(=O)COc1nc(C)cc(C)c1C#N)c1ccccc1	5.1
C/C(=N\NC(=O)COc1cccc2ccccc12)c1cccs1	-1.9
CC1CCN(C(=O)Nc2cccc(NC(=O)N3CCC(C)CC3)c2)CC1	1.0
COc1ccccc1N=C1SC(C(=O)Nc2ccc(F)cc2)CC(=O)N1C (stereo not drawn)	2.5
CCOC(=O)C1=C(C)NC(=S)NC1c1ccc(OC(=O)c2ccco2)cc1 (stereo not drawn)	-1.2
Cc1ccc2c(c1)c1c(n2CC(O)Cn2nc(C)c(Br)c2C)CCCC1 (stereo not drawn)	-0.4
CN1CCN(CC(=O)N/N=C\c2c[nH]c3ccccc23)CC1	0.7
Cc1noc(C)c1NC(=O)Nc1ccc2c(c1)C(=O)N([C@H](C)CO)C[C@H](C)[C@@H](CN(C)S(C)(=O)=O)O2	0.1
C=CCN1C(=O)CN=C1Nc1ccccc1	-1.9
CCn1cc(C(=O)NCc2ccncc2)c(=O)c2cc(F)c(N3CCN(C(=O)c4ccco4)CC3)cc21	-1.5
CCC1(C)Cc2c(sc3nc(NC)n(C)c(=O)c23)CO1 (stereo not drawn)	0.9
O=C(/C=C/c1ccc(Cl)cc1)N(Cc1ccccc1)c1ccccn1	-0.2
Cc1ccc(NC(=O)CN2CCN(C)CC2)cc1Br	2.4
CC(=O)N1CCc2cc(N=NC3=C(O)CC(C)(C)CC3=O)ccc21	3.9
CC12CCCCC1NS(=O)(=O)OC2 (stereo not drawn)	3.2
N#Cc1ccc(/C=C(\C(=O)C(=O)O)c2ccc3ccccc3n2)cc1	-0.1
CCOC(=O)C(C(=O)N(C)C)c1ncc(C(F)(F)F)cc1Cl (stereo not drawn)	6.5
C/C(=N\NC(=O)C1COc2ccccc2O1)c1ccc(C)o1 (stereo not drawn)	-1.8
NC(=O)C1=C[C@H](c2csc3ccccc23)C[C@H](OCCCCO)O1	1.1
CCOC(=O)c1cc(-c2cccc([N+](=O)[O-])c2)nc2[nH]c(=O)[nH]c(=O)c12	2.9
COc1cccc(C2CC(=O)Nc3c2c(=O)n(C)c(=O)n3C)c1OC (stereo not drawn)	-0.1
CCOC(=O)[C@]12CCCC3=C1N(CCC3)C(=O)[C@@H](CC(=O)NCc1ccccc1)C2	-0.6
C=CCC1(C#N)C(=S)NC(C)=C(C(=O)OCC)C1c1ccccc1 (stereo not drawn)	0.1
O=C(Cc1ccc([N+](=O)[O-])cc1)N1CCN=C1SCc1ccccc1	-2.4
COc1ccccc1CNC(=O)CN1C(=O)c2ccccc2S1(=O)=O	-0.4
CC12CCC(C(=O)OC3CCCCC3)(OC1=O)C2(C)C (stereo not drawn)	-0.6
CCOCCOC(=O)c1[nH]c2c(c1C)C(=O)CC(c1ccccc1)C2 (stereo not drawn)	1.1
O=C(COC(=O)c1cnc(Cl)c(Cl)c1)Nc1cccc(S(=O)(=O)N2CCOCC2)c1	1.6
O=C(COc1ccc(Cl)cc1)NCc1nnc(SCC(=O)NCc2ccc3c(c2)OCO3)o1	-0.8
COc1ccc(OC)c(-c2cc(C(=O)NCCCn3ccnc3)no2)c1	-0.8
CCOc1ccc(N2C(=O)/C(=C\c3ccccc3OC)S(=O)(=O)C2c2cccc([N+](=O)[O-])c2)cc1 (stereo not drawn)	0.0
CCCOC(=O)C1=C(C)NC(=O)NC1c1cc2c(cc1Br)OCO2 (stereo not drawn)	-1.3
Cc1cc(C)n2c(SCC(=O)Nc3cccc(S(N)(=O)=O)c3)nnc2n1	1.2
Cn1nnnc1SCc1ccc(F)cc1	1.4
CCOC(=O)C1C(c2cccc(Cl)c2Cl)NC(=O)NC1(O)C(F)(F)F (stereo not drawn)	1.0
CCn1c(CC(=O)Nc2ccccc2)nnc1SCC(=O)NC1=NCCS1	0.7
C=C(C)[C@@H](O)COc1c2ccoc2cc2oc(=O)ccc12	10*
O=C(c1n[nH]c2ccccc12)N1CCOCC1	3.7
COc1ccc(CNC(=O)C2CC(C)=C(C)CC2C(=O)O)cc1 (stereo not drawn)	0.5
CC1CCN(C(=O)c2cc(F)c(F)cc2Cl)CC1	0.3
Cc1ccc(SCCNCc2ccco2)cc1	-2.9
CCOC(=O)C1(CCOC)CCN(Cc2ccc(COC)o2)CC1	1.1
Cc1cc(C)c2c(=O)[nH]cnc2n1	1.6
(cont.)
SMILES	TTR transcr act
C[C@@H](NC(=O)c1nc[nH]c1C(=O)N1CCc2ccccc2C1)c1ccccc1	-1.9
CC(C)CSc1nc2c(=O)[nH][nH]c(=O)c2n1Cc1ccccc1	-0.6
CCn1c(=O)c2cc(C(=O)Nc3cccc(C(C)=O)c3)sc2c2ccccc21	-1.5
Cc1nc(-c2ccccc2)sc1C(=O)NN	3.0
COc1cc(/C=N/NC(=O)c2cccnc2)ccc1OCC(=O)N1CCOCC1	-0.8
CC(=O)COc1ccc2c(-c3cccc([N+](=O)[O-])c3)cc(=O)oc2c1	2.8
Cc1ccc(NC2CCCN(C(=O)c3cn(C)c4ccccc34)C2)cc1C (stereo not drawn)	-0.7
COc1cc(OC)cc(C(=O)N[C@H](C(=O)OCC(=O)c2c[nH]c3ccccc23)C(C)C)c1	0.7
O=C(Cc1cccc(C(F)(F)F)c1)Nc1cc(S(=O)(=O)N2CCOCC2)ccc1N1CCCC1	-0.6
CC(=O)n1cc([C@H]2C=C(C(=O)NCc3ccccc3)O[C@@H](OCCCCO)C2)c2ccccc21	-1.2
CCOC(=O)C(=NC(C)C)NNc1cc(Cl)ccc1Cl	3.5
COc1ccc(NC(=O)CSCC(=O)Nc2ccccc2C(=O)N2CCCCC2)cc1	2.9

The last 2 records of the part above come first, to join the parts.
SMILES	TTR transcr act
CCOC(=O)C(=NC(C)C)NNc1cc(Cl)ccc1Cl	3.5
COc1ccc(NC(=O)CSCC(=O)Nc2ccccc2C(=O)N2CCCCC2)cc1	2.9
CC(C)n1c(/N=C/c2ccccc2O)nc2ccccc21	6.2
CC(=O)N(C)c1nc(N)n(-c2ccccc2)n1	0.3
O=C(NCC1CCCO1)Nc1ccccc1 (stereo not drawn)	6.2
COc1ccc(C(=O)Oc2ccc(C(=S)N3CCOCC3)cc2)cc1	2.6
C[C@@H]1COC(=O)[C@H](NC(=O)OCC2c3ccccc3-c3ccccc32)C/C=C\C[C@@H](CC(=O)N[C@H](CO)Cc2ccccc2)C(=O)N1	-2.5
CC1CCN(c2ccc3c(c2)S(=O)(=O)c2cccc(C(=O)NC4CCCCC4)c2C3=O)CC1	-4.6
CCOC(=O)C1(C)NC(c2ccc(O)cc2)C2C(=O)N(c3ccccc3)C(=O)C21 (stereo not drawn)	-0.8
CCC(C)c1ccccc1NC(=O)C1CCCO1 (stereo not drawn)	-1.6
Cc1cccc(C(=O)OCC(=O)N2CCCCCC2)c1O	-0.8
CC(C)OCCCNC(=O)C1CCN(S(=O)(=O)N2CCCC2)CC1	1.8
COc1ccc(C(=O)Nc2ccncc2)c(OC)c1	-0.5
CC(=O)Nc1c(-c2ccc(F)cc2)nc2ccccn12	-1.4
COc1ccc(Cc2nc3ccc(C(=O)N4CCCCC4CCO)cc3o2)cc1 (stereo not drawn)	1.5
Brc1ccc(-c2csc(-c3ccncc3)n2)cc1	-1.3
COc1ccccc1-c1noc(-c2ccccc2C(=O)Nc2cccnc2)n1	1.4
Cc1ccccc1NC(=O)c1onc2c1CCCC2	1.8
CSc1ccc(CN2CCC(CO)(CCOc3ccccc3)CC2)cc1	-0.5
COc1ccc(CCN(C)C2CCCN(C(=O)CCC(F)(F)F)C2)cc1OC (stereo not drawn)	-0.5
Cc1ccccc1-n1c(N)c(C(=O)Nc2ccc(F)cc2)sc1=S	0.9
CN(CC(=O)Nc1ccccc1Br)C(=O)C(Cc1ccccc1)NC(=O)c1ccccc1 (stereo not drawn)	-0.5
CCOC(=O)[C@@H]1[C@H]2COc3cc(OC)ccc3[C@H]2N2C(=O)N(c3cccc(F)c3)C(=O)[C@@]12C	-0.6
CSc1nc(C)cc(C)c1C#N	-2.6
CCOC(=O)Cc1csc(NC(=O)CC(C)(C)CC(=O)O)n1	3.5
CC(SCC(=O)Nc1ccccc1Br)c1nc2ccccc2c(=O)[nH]1 (stereo not drawn)	-0.6
Cc1cccc(NC(=O)CSc2nnc(NC(=O)CN3CCOCC3)s2)c1	1.4
O=C(N[C@H]1CC[C@H](CCNS(=O)(=O)c2ccc(Cl)cc2)O[C@@H]1CO)c1cccc(F)c1	-1.2
N#CC1=C(N)C(C#N)(C#N)[C@H](c2ccsc2)[C@H]2COCC=C12	-1.6
COc1ccc(-c2nc3cccc(C)n3c2NCc2ccco2)cc1OC	-2.0
O=C(O/N=C1/CCCc2occc21)c1ccccc1	-3.1
CC1(C)C2C(Cl)(Cl)C2(C)c2ccccc2N1C=O (stereo not drawn)	6.7
CN1Cc2sc(NC(=S)NC(=O)c3ccccc3)c(C#N)c2CC1(C)C	3.0
COc1oc(C(=O)NC2CCCCC2)c(-c2ccc(Cl)cc2)c1S(=O)(=O)c1ccccc1	1.6
Cc1ccc(CNC(=O)Cn2cnc3cc([N+](=O)[O-])ccc3c2=O)cc1	-2.4
COCCCNC(=O)c1ccc(Cn2c(=O)c3ccccc3n(Cc3ccc(C(C)C)cc3)c2=O)cc1	-1.8
COc1ccc(C(C(=O)NC2CCCC2)N(CC2CCCO2)C(=O)Cc2cccs2)cc1OC (stereo not drawn)	1.4
Cc1cccc(C(=O)NC(=S)NC(C)c2ccccc2)c1 (stereo not drawn)	-0.8
O=C(NCCS(=O)(=O)N1CCN(c2ccccc2)CC1)c1ccccc1F	-0.7
CCN(CC)CCCNc1nc(CN2CCOCC2)nc2sc3c(c12)CCC3	1.8
COc1ccccc1CCCNC(=O)C1CCC(=O)N(CCCN2CCCC2=O)C1 (stereo not drawn)	2.1
O=C(O)c1cccc(-n2cccc2/C=N/O)c1	3.2
COC(=O)Cc1csc(NCc2ccccc2)n1	1.6
O=C(OCc1cc(=O)n2ccsc2n1)c1ccccc1O	0.8
NC(=O)c1ccsc1NC(=O)c1coc2ccccc2c1=O	-0.7
CN(C)S(=O)(=O)c1ccc(C(=O)Nc2ccc(S(=O)(=O)NC3=NCCCCC3)cc2)cc1	-0.1
O=C(COC(=O)/C=C/c1ccc(F)cc1)Nc1ccc(S(=O)(=O)N2CCOCC2)cc1	0.5
CCc1ccc(OCC(=O)Nc2ncc3c(n2)CC(C)(C)CC3=O)cc1	-0.6
Cc1ccc(S(=O)(=O)Nc2ccc(Oc3cccnc3)nc2)cc1	0.8
c1ccc(CN2CCN(c3cnc4ccccc4n3)CC2)cc1	0.1
O=C(N/N=C\c1ccccc1OCc1ccccc1)c1ccco1	-2.1
CN(C(=O)CSc1nnc(-c2cccc(F)c2)n1N)C1CCS(=O)(=O)C1 (stereo not drawn)	0.4
O=c1[nH]c(CSc2nc3ccccc3s2)nc2cc(Cl)ccc12	0.6
COc1ccc(-c2nc3cc(C)ccn3c2NCc2ccc3c(c2)OCO3)cc1	-2.0

Bioassay records: PubChem BioAssay, The Scripps Research Institute Molecular Screening Center

The list is partial; rates above refer to the full screens.
